FXIa inh 1536: inhibitors of human coagulation factor XIa | inhibition, % at 5 µM | AID 798 | actives 0.14% (n = 220,000) | purified FXIa, Boc-Glu-Ala-Arg-AMC fluorogenic substrate | P03951;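 active means inhibition of at least 40%; inactive means inhibition below 40%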;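 further: fluorescence of freed AMC excited at 355 nm; 0% = enzyme without compound and 100% = no enzyme blank; many of its hits are not listed in these tables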
Runt-SMMHC FRET: inhibitors of human RUNX1 Runt domain binding to CBFb-SMMHC; inhibition, % at 20 µM; AID 1434; Q01196+Q13951; Cerulean-Runt/Venus-CBFb-SMMHC FRET ratio 530/480, 1 h; actives 0.74% (n = 220,000);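 active means mean inhibition across duplicate retests at 20 µM reaching about 50%, limit read from the data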;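 further: 0% = DMSO wells and 100% = wells with excess untagged CBFb-SMMHC; inhibitors lower the FRET ratio by blocking Runt binding to CBFb-SMMHC; some results filed as inactive read as strong as hits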
14-3-3 Bad inh: disrupts binding of bovine 14-3-3 zeta to phospho-Bad peptide. TR-FRET 14-3-3zeta/Dy647-pBad peptide displacement, 1 h. actives 0.71% (n = 220,000). inhibition, % at 21.7 µM. P63103;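 active means inhibition above about 70%, limit read from the data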;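 further: 0% = full 14-3-3 plus peptide FRET controls and 100% = background without 14-3-3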
Target sequence (P63103 whole entry, looked up): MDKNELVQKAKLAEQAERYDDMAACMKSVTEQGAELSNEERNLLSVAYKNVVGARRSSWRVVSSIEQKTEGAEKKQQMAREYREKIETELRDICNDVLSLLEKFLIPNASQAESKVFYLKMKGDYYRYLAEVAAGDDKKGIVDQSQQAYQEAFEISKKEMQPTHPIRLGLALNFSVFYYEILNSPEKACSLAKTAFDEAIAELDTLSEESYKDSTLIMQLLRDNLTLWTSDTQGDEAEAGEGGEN
Hck-Nef inh: inhibitors of human Hck kinase activated by Nef; Recombinant Hck-YEEI plus Nef, Z-Lyte FRET kinase assay; inhibition, % at 20 µM; actives 0.68% (n = 220,000);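 active means Hck-Nef kinase inhibition above about 50%, limit read from the data; inactive means inhibition below that limit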;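 further: 0% = DMSO with Hck plus Nef and 100% = Hck alone without Nef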
Target sequence (P08631 whole entry, looked up): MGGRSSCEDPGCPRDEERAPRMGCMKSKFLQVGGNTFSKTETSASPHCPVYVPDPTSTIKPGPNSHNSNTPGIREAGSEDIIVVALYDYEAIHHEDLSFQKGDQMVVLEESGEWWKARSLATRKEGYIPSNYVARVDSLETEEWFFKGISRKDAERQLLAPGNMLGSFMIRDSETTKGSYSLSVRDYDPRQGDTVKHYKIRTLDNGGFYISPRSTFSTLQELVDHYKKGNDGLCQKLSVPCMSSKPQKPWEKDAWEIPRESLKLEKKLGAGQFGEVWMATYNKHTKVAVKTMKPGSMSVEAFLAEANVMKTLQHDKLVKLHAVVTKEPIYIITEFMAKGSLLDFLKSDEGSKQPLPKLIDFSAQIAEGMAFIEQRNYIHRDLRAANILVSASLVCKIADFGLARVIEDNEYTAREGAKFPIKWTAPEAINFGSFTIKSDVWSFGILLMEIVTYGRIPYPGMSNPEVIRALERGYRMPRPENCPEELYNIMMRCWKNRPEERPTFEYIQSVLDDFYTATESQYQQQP
Runt-CBFb FRET: Runt domain-CBFb interaction inhibition; Q01196+Q13951; Cerulean-Runt/Venus-CBFb FRET ratio 530/480, 1 h; inhibition, % at 20 µM; actives 0.46% (n = 220,000); AID 1496;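 active means inhibition over about 50% at 20 µM in the single-dose screen, limit read from the data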;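 further: 0% = DMSO wells and 100% = excess unlabeled CBFb competitor control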
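Assay system: Cerulean-Runt domain / Medium: Tris 50 mM pH 7.5, KCl, K2SO4, 0.01% BSA / Timing: protein complex preformed 1 h, compound exposure 1 h, room temperature, dark / Measured by: FRET, excitation 422 nm, emission at 530 and 480 nm / Evaluation: loss of energy transfer signal / Control set: 5 µM unlabeled CBFb as full-inhibition high control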
Thrombin inh: inhibitors of human thrombin; P00734; alpha-thrombin, Boc-VPR-AMC fluorogenic substrate cleavage; inhibition, % at 5 µM; actives 0.26% (n = 220,000);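 active means inhibition at or above 40%; inactive means inhibition below 40%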;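 further: 0% = enzyme with no compound and 100% = wells without enzyme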
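Material: human alpha-thrombin protein. Incubation: reaction at ambient temperature. Technique: fluorescence of released AMC, ex 355 nm, em 460 nm. Control set: no-compound enzyme wells and no-enzyme blanks. Also added: Boc-VPR-AMC substrate, 15 µM final. Buffer or medium: pH 7.5 Tris (50 mM) with NaCl 150 mM, Tween 20 0.05%.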
Wee1 degr inh: blocks degradation of human Wee1 kinase. actives 1.2% (n = 220,000). HeLa Luc-Wee1K328M stability, luciferase luminescence; 100% = proteasome inhibitor MG132 effect. reporter increase, % at 5 µM;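 active means activation above the mean of all tested compounds plus 3 SD, set per screening run, cut at about 8.8% in these data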;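 further: cells exposed to compound for 20 h before luminescence read; 0% = DMSO alone and 100% = MG132 at 30 µM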
KLK5 inh: blocks human kallikrein 5 protease activity; inhibition, % at 5 µM; actives 0.59% (n = 210,000); AID 873; recombinant hK5, fluorogenic AMC substrate cleavage;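 active means inhibition of 40% or more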;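 further: 0% = enzyme controls without compound and 100% = no-enzyme blanks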
Target sequence (Q9Y337 67-293 limits assumed): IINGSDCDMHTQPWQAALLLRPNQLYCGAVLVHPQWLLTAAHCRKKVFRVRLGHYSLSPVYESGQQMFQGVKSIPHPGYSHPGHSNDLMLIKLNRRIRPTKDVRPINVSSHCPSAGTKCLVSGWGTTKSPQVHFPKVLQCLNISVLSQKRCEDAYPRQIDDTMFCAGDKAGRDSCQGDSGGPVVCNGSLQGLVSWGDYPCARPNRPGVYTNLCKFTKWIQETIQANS
FXIIa inh: blocks human coagulation factor XIIa protease activity; P00748; purified FXIIa, Boc-QGR-AMC fluorogenic substrate, 2 h; inhibition, % at 5 µM; actives 0.3% (n = 220,000); AID 800; in the data active means inhibition above about 40%;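 further: 0% = enzyme with no compound and 100% = blank without enzyme; many of its hits are not listed in these tables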
Numbers without * were called inactive; nt = no result given; [ ] = another dose, or the depositor's remark.

| FXIa inh 1536 | Runt-SMMHC FRET | 14-3-3 Bad inh | Hck-Nef inh | Runt-CBFb FRET | Thrombin inh | Wee1 degr inh | KLK5 inh | FXIIa inh | SMILES |
| --- | --- | --- | --- | --- | --- | --- | --- | --- | --- |
| 3 | 2 | -10[fluorescence artefact?] | 1 | -2 | 0 | -1 | -10 | 12 | O=C(NCCCN1CCCCC1)c1ccc2c(c1)NC(=O)C(N1CCOCC1)S2 (stereo not given) |
| 0 | 0 | -13 | 17 | -5 | -4 | -3 | 4 | 8 | COc1ccccc1N(CC(=O)NC1CCCC1)C(=O)c1oc(C(C)(C)C)cc1C |
| -1 | 2 | 8 | 4 | 1 | -3 | nt | 1 | 2 | O=c1ccn(Cc2ccccc2)c2ccccc12 |
| 6 | 2 | -8 | 2 | -2 | -10 | -2 | -15 | 8 | Cc1cc(OCC(=O)NCc2ccccn2)cc(C)c1Br |
| 16 | 3 | 3 | 22 | -2 | 0 | 1 | 20 | 6 | COc1ccc(CCNC(=O)c2n[nH]c3ccccc23)cc1 |
| -1 | -2 | -3[fluorescence artefact?] | 0 | -2 | 2 | 2 | -6 | 3 | COc1ccc(OC)c(CNC(=O)CCc2nc(-c3cccs3)no2)c1 |
| 9 | 1 | 13 | 12 | -6 | 1 | -2 | -4 | 4 | CCn1c(SCC(=O)Nc2ccc(C)cc2)nc2nc3c(cc2c1=O)CCCC3 |
| -3 | -3 | 0 | -1 | 2 | -3 | 3 | -17 | 8 | CCOc1ccc(S(=O)(=O)NCCCN2CCOCC2)cc1 |
| -6 | 3 | -14 | 1 | 2 | -11 | -2 | -7 | 1 | Cc1ccc(NC(=O)COC(=O)CCc2ccc(S(=O)(=O)N3CCOCC3)cc2)c(C)c1 |
| 2 | -11 | -16 | 1 | -4 | -1 | 1 | -3 | 8 | CCOC(=O)N1CC=C2C(C#N)=C(N)C(C#N)(C#N)[C@H](c3cccs3)C2C1 (stereo not given in full) |
| -5 | -3 | 0 | 0 | -2 | 4 | -2 | 23 | 10 | Fc1ccc(CSc2nnc(-c3cccs3)o2)cc1 |
| 1 | 4 | 16 | -1 | 0 | -15 | 0 | -22 | 22 | Cc1cccc(OCc2n[nH]c(=S)o2)c1 |
| -7 | -1 | -1[fluorescence artefact?] | 1 | 3 | -3 | 2 | 3 | 16 | O=C(c1ccc(N2CCCC2=O)cc1)N1CCN(c2ccccc2)CC1 |
| -6 | 115* | 8 | 0 | 16 | -4 | 0 | -35 | -4 | C=CCN(CC=C)c1nc2ccccc2nc1C(C#N)C(=O)OC(C)C (stereo not given) |
| 11 | 0 | -15[fluorescence artefact?] | 1 | 0 | -4 | -1 | -5 | 13 | CCCCN=C(NNc1ccc(Br)cc1)C(=O)OCC |
| 14 | -1 | -13 | -17 | -2 | 1 | -1 | nt | 17 | OCCC1CN(Cc2ccccc2OC2CCCC2)CCN1Cc1ccsc1 (stereo not given) |
| 1 | -7 | 4 | -7 | 2 | 6 | 2 | -18 | -6 | COc1ccc(N2CCN(C(=O)Cc3ccc(S(=O)(=O)N4CCOCC4)s3)CC2)cc1 |
| -2 | -4 | -12 | 1 | 0 | -3 | -4 | -13 | 14 | CCOC(=O)c1ccc(NC(=O)CN2C(=O)C3C4C=CC(C4)C3C2=O)cc1 (stereo not given) |
| -3 | 2 | -5 | 2 | 0 | 4 | -3 | -2 | 7 | CCn1c(CNC(=O)c2ccccc2F)nnc1SCC(=O)NC1CCCCC1C (stereo not given) |
| -2 | -4 | -6 | 17 | 2 | -8 | 3 | -2 | 2 | Cc1c(Cl)cccc1Nc1ncccc1C(=O)OCC(O)CO (stereo not given) |
| -6 | -8 | -5 | 0 | 0 | -11 | -1 | -5 | -2 | COc1ccc(C(=O)COC(=O)CSCc2c(C)noc2C)cc1OC |
| 0 | 0 | -5 | 22 | 1 | -3 | 2 | -2 | 6 | Cc1ccc2c(c1)C(c1ccncc1)=NNC(c1ccccc1)=N2 |
| -1 | -2 | -13 | 23 | 1 | -7 | 2 | 1 | 7 | Cc1ccnc2nc(C(=O)OCC(=O)Nc3ccccc3C(C)(C)C)nn12 |
| -6 | 1 | 3 | 1 | 5 | -7 | 6 | -4 | 3 | Cc1cc(C)n(C(=O)c2ccccc2[N+](=O)[O-])n1 |
| 4 | 6 | 3 | 0 | 26 | 3 | -1 | 6 | 18 | CCCCn1c(=O)[nH]c(=O)c2c1nc(COC(=O)c1c(C)noc1C)n2CCC |
| -5 | 2 | 5 | 0 | -2 | -5 | -1 | -8 | -2 | CCOc1[nH]n(-c2ccc(Cl)cc2)c(=O)c1C=Nc1ccc(OC)cc1 |
| 2 | -1 | -9 | 1 | 0 | -6 | 0 | -25 | 5 | COC(=O)Cn1ncc(N2C3CC(CC(C)(C)C3)C2C)c(Cl)c1=O (stereo not given) |
| -4 | 0 | -2 | -20 | 0 | -7 | -2 | -2 | 4 | O=C(O)c1cccc(NS(=O)(=O)c2ccc3c(c2)OCCCO3)c1 |
| 9 | 7 | -3[fluorescence artefact?] | 5 | 4 | 5 | 8 | -1 | 14 | Cc1nn(-c2ccccc2)c(Cl)c1/C=N/Nc1nc2ccccc2n1C |
| -10 | -5 | 2 | 1 | 4 | -12 | -1 | -3 | -17 | COC(=O)c1ccc2c(c1)NC(=O)C(N1CCCC1)S2 (stereo not given) |
| -10 | 28 | 17[fluorescence artefact?] | -1 | 12 | 7 | -1 | 9 | 1 | Cc1cc(C)c(C#N)c(SCc2cn3ccccc3n2)n1 |
| 0 | -7 | 13 | 0 | 0 | 11 | -1 | -14 | 13 | O=C(NCCN1CCCC1)C1(S(=O)(=O)c2ccc(Cl)cc2)CC1 |
| -3 | -2 | 48 | 2 | -2 | -4 | 0 | 24 | -5 | O=C(c1ccc(F)cc1)N1CCN(Cc2ccccc2Br)CC1 |
| 4 | 86* | -4 | 17 | 81* | 0 | 5 | 5 | 16 | CCOC(=O)c1cc2c(=O)n3ccccc3nc2n(CC2CCCO2)c1=NC(=O)/C=C/c1ccccc1 (stereo not given) |
| 10 | -7 | -6 | 5 | -1 | 7 | 0 | -3 | 16 | CCC(C)(C)NC(=O)C(c1ccc(OC)cc1)N(Cc1cccs1)C(=O)CCC(=O)Nc1cc(C)on1 (stereo not given) |
| 14 | -4 | 9 | 1 | -3 | 10 | -1 | 15 | 24 | CCC(=O)Nc1nonc1-c1nc2ccccc2n1N(C(=O)CC)C(=O)CC |
| 12 | 4 | -2 | 4 | -1 | -1 | 0 | -8 | 4 | Cn1c(SCC(=O)N/N=C/C=C/c2ccccc2[N+](=O)[O-])nc2ccccc21 |
| 0 | 4 | 9 | -7 | -1 | -5 | 4 | nt | 5 | CC(C)CNC(=O)c1cccc(NC(=O)COc2ccc([N+](=O)[O-])cc2)c1 |
| -2 | 0 | -25 | -6 | 0 | 2 | 1 | -11 | 2 | NNC(=S)NC1CCCCC1 |
| -1 | -2 | 2 | 0 | -2 | 0 | 9.4* | -21 | 5 | O=C1c2ccccc2C(=O)N1c1ccc(S(=O)(=O)N2CCN(c3ccccc3)CC2)cc1 |
| 6 | 26 | -5 | -1 | 38 | -1 | -5 | -5 | 12 | Cc1cccc2cc(C(c3nnnn3CC3CCCO3)N3CCCc4ccccc43)c(=O)[nH]c12 (stereo not given) |
| 0 | 2 | 21[fluorescence artefact?] | -1 | -3 | 2 | 4 | -1 | 6 | Cc1cccc2cc(COC(=O)c3cccnc3)c(=O)[nH]c12 |
| -4 | 2 | -5 | 3 | 0 | -4 | 0 | -6 | 10 | O=C(CN1C(=O)c2ccccc2C1=O)Nc1ccccc1F |
| -14 | -5 | 19[fluorescence artefact?] | -1 | -7 | 45* | 0 | 17 | -4 | O=C(N/N=C/c1cccc(F)c1)c1c(O)c2ccccc2[nH]c1=O |
| 4 | 3 | 5 | -13 | -4 | 1 | 1 | 9 | 15 | Cc1cccc(/C=C2/SC(=O)N(Cc3ccccc3)C2=O)n1 |
| -1 | 0 | -6 | 1 | 2 | 0 | 0 | nt | 11 | O=C(CCCn1cc([N+](=O)[O-])cn1)N1CCCCC1 |
| 5 | 2 | -7 | 5 | 0 | -4 | 4 | 4 | 7 | O=C(NC1(C(F)(F)F)N=C2SCCN2C1=O)c1ccccc1F (stereo not given) |
| 5 | 17 | -2 | 8 | 3 | 2 | -2 | -4 | 15 | CCCn1c(CNC(=O)c2cccs2)nc2ccccc21 |
| 5 | -1 | 13 | -2 | -2 | -10 | -2 | -12 | 18 | CCOc1ccc(OCC)c(NC(=O)CSCC(=O)O)c1 |
| 2 | 0 | 0 | 4 | 2 | 3 | 3 | 4 | 14 | Cc1ccc(O)c(-c2cc(-c3ccccc3F)[nH]n2)c1 |
| -5 | 0 | -7[fluorescence artefact?] | 3 | -2 | -15 | 1 | -24 | -3 | CCOc1ccc(/C=N/OCC(=O)Nc2cc(C)on2)cc1 |
| 7 | 2 | -2 | 0 | -3 | -3 | 3 | -4 | 12 | COC(=O)c1ccc(NC(=O)C2CCCN2S(=O)(=O)c2ccc(F)cc2)cc1 (stereo not given) |
| 4 | 2 | -4[fluorescence artefact?] | 3 | -1 | 2 | 0 | -6 | 3 | COc1ccc(CCN(Cc2cccs2)S(=O)(=O)c2ccc(S(=O)(=O)N3CCCCCC3)cc2)cc1OC |
| 2 | 5 | -4 | 0 | 1 | -6 | -2 | 0 | 9 | COCCN(C(=O)CCC(=O)Nc1cccnc1)C(C(=O)NC1CCCCC1)c1ccccc1 (stereo not given) |
| 13 | -4 | 13[fluorescence artefact?] | 1 | -1 | -2 | -2 | -24 | 15 | COc1ccc(CNC(=O)/C=C/c2cc3c(cc2Br)OCO3)cc1 |
| 1 | -1 | -11[fluorescence artefact?] | 1 | 0 | 2 | 0 | -2 | 15 | CCN1CCN(CCCNC(=O)C(NC(=O)C2CCC(C)CC2)C(C)C)CC1 (stereo not given) |
| -1 | 8 | 11 | 15 | -4 | -4 | -2 | 5 | 6 | CCOC(=O)C1CCCN(CC(=O)Nc2cc(C)cc(C)c2)C1 (stereo not given) |
| -6 | 1 | 3 | -19 | -1 | -5 | 2 | -2 | nt | COC(=O)c1c(-c2ccccc2)csc1NC(=O)C1CC=CCC1C(=O)O (stereo not given) |
| 6 | -5 | -3 | 2 | -2 | -5 | 2 | -10 | 1 | O=C1CCCC(c2ccccc2)N1 (stereo not given) |
| 9 | -10 | -22 | 2 | -2 | 3 | 0 | 4 | 19 | CCOC(=O)c1sc2nc(CC(=O)OC)nc(NCc3ccco3)c2c1C |
| 6 | 1 | 37 | 2 | -1 | 3 | 0 | 1 | 12 | CN1CCN(/C(=N\O)c2nonc2N)CC1 |

Three of the compounds above, with two lines to a compound:
Values run as follows: FXIa inh 1536, Runt-SMMHC FRET, 14-3-3 Bad inh, Hck-Nef inh, Runt-CBFb FRET, Thrombin inh, Wee1 degr inh, KLK5 inh, FXIIa inh
CCOc1ccc(OCC)c(NC(=O)CSCC(=O)O)c1
    5, -1, 13, -2, -2, -10, -2, -12, 18
Cc1ccc(O)c(-c2cc(-c3ccccc3F)[nH]n2)c1
    2, 0, 0, 4, 2, 3, 3, 4, 14
CCOc1ccc(/C=N/OCC(=O)Nc2cc(C)on2)cc1
    -5, 0, -7[fluorescence artefact?], 3, -2, -15, 1, -24, -3
